PTK2B oligo ant – antagonists of Pyk2 self-association, primary screen, Q293 cells, FERM NanoBiT luminescence, HTS | hit rate 0.83% among 99,000 | AID 1347419, 2020 | Protein-tyrosine kinase 2-beta (Homo sapiens), Q14289 | z-score (the deposit names both 25 µM and 10 µM) | active compounds read low;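 active means Z-score of -3 or lower, scaled per plate to the spread of control and sample wells; inactive means z-score above -3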;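 further: negative z-score means lost luminescence so less FERM oligomerization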
Target sequence (Q14289 whole entry, looked up): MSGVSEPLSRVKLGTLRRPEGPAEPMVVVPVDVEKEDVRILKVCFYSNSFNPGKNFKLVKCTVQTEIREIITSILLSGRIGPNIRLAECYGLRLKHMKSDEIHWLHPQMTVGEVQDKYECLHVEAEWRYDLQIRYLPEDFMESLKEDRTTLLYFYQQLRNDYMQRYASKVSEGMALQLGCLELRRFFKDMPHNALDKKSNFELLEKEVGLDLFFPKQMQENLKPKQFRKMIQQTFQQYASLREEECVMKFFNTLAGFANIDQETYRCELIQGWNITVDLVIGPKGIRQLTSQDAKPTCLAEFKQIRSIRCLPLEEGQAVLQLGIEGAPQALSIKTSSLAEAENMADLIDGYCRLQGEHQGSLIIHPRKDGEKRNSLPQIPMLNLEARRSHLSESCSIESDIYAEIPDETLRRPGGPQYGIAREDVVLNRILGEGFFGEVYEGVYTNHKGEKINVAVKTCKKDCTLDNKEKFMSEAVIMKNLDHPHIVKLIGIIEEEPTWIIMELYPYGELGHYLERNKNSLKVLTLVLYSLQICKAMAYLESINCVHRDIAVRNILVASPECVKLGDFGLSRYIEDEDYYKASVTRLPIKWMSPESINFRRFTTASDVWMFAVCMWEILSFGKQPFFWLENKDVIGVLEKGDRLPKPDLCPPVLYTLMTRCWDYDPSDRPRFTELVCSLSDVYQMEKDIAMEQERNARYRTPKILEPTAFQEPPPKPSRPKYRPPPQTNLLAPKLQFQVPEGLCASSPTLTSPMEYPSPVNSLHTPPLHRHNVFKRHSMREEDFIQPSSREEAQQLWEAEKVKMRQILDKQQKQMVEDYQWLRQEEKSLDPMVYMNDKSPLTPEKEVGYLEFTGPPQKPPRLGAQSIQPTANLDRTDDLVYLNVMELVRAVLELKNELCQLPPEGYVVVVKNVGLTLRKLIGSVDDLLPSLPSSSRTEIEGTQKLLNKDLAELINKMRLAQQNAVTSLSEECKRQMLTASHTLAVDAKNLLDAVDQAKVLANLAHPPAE
hDAT+cocaine – changed hDAT dopamine uptake under cocaine IC80, either direction, primary screen, cocaine antagonist project, cell-based, LLC-PK1 hDAT, [14C]-dopamine uptake, MLSMR | LLC-PK1 hDAT cells, [14C]-dopamine uptake with cocaine IC80; actives deviate in either direction | hit rate 1.3% among 110,000 | AID 449768, 2010 | B-score at 10 µM | Sodium-dependent dopamine transporter (Homo sapiens), Q01959;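 active means Z score or B-score, a plate-position-corrected score, falls beyond the plate's 99.7% confidence bounds, in either direction; inactive means both scores lie inside the 99.7% bounds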;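 further: scored against the spread of the other compound wells on the same plate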
PTPN22 inh 2 – PTPN22 phosphatase inhibitors, primary screen, biochemical, DiFMUP fluorescence, 2 µM. hit rate 0.21% among 96,000. Tyrosine-protein phosphatase non-receptor type 22 (Homo sapiens), Q9Y2R2. inhibition, % at 2 µM. recombinant LYP catalytic domain. AID 640, 2007;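 active means inhibition at 2 µM at or above a set limit, the screen mean plus 3 SD, cut at about 24% in these data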;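 further: 0% = DMSO with enzyme and 100% = enzyme fully blocked by orthovanadate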
CYP2C9 activ – human CYP2C9 activators, primary screen, biochemical, luminescence; recombinant CYP2C9, luciferin-H conversion; active compounds read high; factor 1 = untreated enzyme, 0 = blocked; hit rate 1.4% among 96,000; AID 1024, 2008; activation factor at 5 µM; Cytochrome P450 2C9 (Homo sapiens), P11712;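 active means activation factor of 2 or more for CYP2C9 at a 5 µM dose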;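 further: 0 = sulfaphenazole-blocked wells and 1 = vehicle-only wells; values of inactives mirror those of a sister screen read the other way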
CYP2C9 inhib – blockers of cytochrome P450 2C9 activity – biochemical, luminescence, ADME assay, primary screen. P11712. CYP2C9 Supersomes, luciferin-H conversion. hit rate 20% among 96,000. inhibition, % at 5 µM;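 active means blocking of liver enzyme CYP2C9 beyond about 50% at 5 µM, limit read from the data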; further: values of inactives mirror those of a sister screen read the other way
E coli WT exp – growth inhibitors of wild-type E. coli, primary screen, strain BW25113, expanded library, OD600; OD600 absorbance; growth inhibition, % at 100 µM; hit rate 0.15% among 98,000;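 active means growth inhibition above about 50% at one test dose, limit read from the data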;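 further: growth measured after 20 h incubation at 37 °C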
PostGolgi ctrl – growth inhibition of yeast control strain, primary screen, counter-screen for post-Golgi transport modulator project | efflux-deficient yeast background strain, growth absorbance A615, 16 h | inhibition, % at 10 µM | hit rate 5% among 98,000
LYP act – LYP phosphatase activators, primary screen, biochemical, DiFMUP fluorescence, 2 µM; Tyrosine-protein phosphatase non-receptor type 22 (Homo sapiens), Q9Y2R2; recombinant LYP; 0 = plate median, 100 = signal doubled; activation, % at 2 µM; hit rate 0.11% among 96,000;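 active means activation at 2 µM above a set limit, the mean plus 5 SD, cut at about 37% in these data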
PostGolgi yeast – phenotypic screen on post-Golgi transport, primary screen; AID 739, 2007; hit rate 0.9% among 98,000; inhibition, % at 10 µM; post-Golgi transport phenotypic cell assay;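 further: yeast cells grown in 1536-well plates; yeast grown about 18 h at 30C before absorbance read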
Active calls of the source: *; / = no result given. Unless noted, no stated cut-off is given here; in the data, active means inhibition above about 30%; inactive means the rest.

SMILES	PTK2B oligo ant	hDAT+cocaine	PTPN22 inh 2	CYP2C9 activ	CYP2C9 inhib	E coli WT exp	PostGolgi ctrl	LYP act	PostGolgi yeast
Cc1cc(NC(=O)CSc2nnc(COc3cccc(C)c3C)n2Cc2ccco2)no1	0.21	-0.58	-1	0.7	31	-2	11	-1	-10
COc1ccc(NC(=O)c2ccc(Br)o2)c([N+](=O)[O-])c1	-0.59	0.24	-1	1.1	-6	-1	0	4	-3
Cc1ccc(Cl)cc1N1CCN(Cc2nnnn2Cc2ccco2)CC1	0.09	0.26	2	0.1	93*	-15	38*	-1	4
CCOC(=O)c1nn(-c2ccccc2F)c(C)c1C(C)=O	-0.08	-1.2	-11	0.9	5	9	8	13	10
O=C(C1CC1c1ccccc1)N1CCOCC1 (centres undefined)	0.16	0.14	/	1.1	-5	-2	2	/	-12
O=S(=O)(c1ccc(OCC(O)CN2CCN(c3ccc(F)cc3)CC2)cc1)N1CCOCC1 (centres undefined)	1.2	-0.3	4	1	3	2	0	-8	-5
O=C1CC(c2ccccc2)CC(O)=C1C=NCCN1CCNCC1 (centres undefined)	0.19	0.69	-2	1.1	-8	6	1	1	1
CCOC(=O)c1cnc(-n2nc(C)cc2C)nc1Nc1cccc(C(=O)O)c1	0.14	-0.82	4	1.2	-16	-1	28	-7	14
O=C(CN1C(=O)c2cccc3cccc1c23)N1CCN(c2ccc(F)cc2)CC1	-0.93	0.026	-6	2.2*	-119	-7	10	3	19
O=C(CCc1nc(-c2ccccc2)c(-c2ccccc2)o1)OCc1ccc(Cl)cc1	0.27	0.36	-2	0.7	29	-1	0	5	1
COc1ccc(NS(=O)(=O)c2cccc(-c3nnc(-c4ccccc4)o3)c2)cc1	-0.3	0.1	-2	/	/	/	/	3	/
CC(=O)Cc1nsc(NC(=O)c2cc(-c3ccccc3Cl)oc2C)n1	/	-0.35	-2	1.1	-10	-15	1	1	-16
CCOc1ccc(OCc2ccc(C(=O)N3CCCC3)o2)cc1	-0.34	0.75	13	0.4	57*	12	29	-16	-22
Cc1ccc(-n2c(C)cc(/C=N/NC(=O)c3ccc(CN4CCOCC4)cc3)c2C)cc1	-1.1	0.09	9	0.7	30	3	-7	-3	3
Cc1cc(C(C)(C)C)oc1C(=O)N(CC(=O)NC1CCCC1)Cc1ccccc1	-0.58	-0.47	/	1	-2	-3	53*	/	32*
O=c1oc2ccccc2c(O)c1/C=N/c1ccccn1	-0.52	0.052	/	1	1	-13	-10	/	1
Cc1ccccc1NC(=S)NCCC(c1ccccc1)c1ccccc1	-0.47	1.6	6	0.4	64*	-9	6	-3	-15
COc1cc2c(cc1OC)C(C(=O)N1CCN(c3ccccc3)CC1)C(c1cccs1)N(C)C2=O (centres undefined)	0.67	0.23	-2	0.9	7	1	2	6	0
Cc1ccc(OCc2n[nH]c(=S)n2C2CCCCC2)cc1	0.23	1.3	-5	0.8	16	1	41*	4	-2
CC(=O)c1cnc(N2CCCCC2)nc1C	0.46	0.48	/	1	4	2	10	/	4

Reprinted at random: 3 records from the list, in no set order.
SMILES	PTK2B oligo ant	hDAT+cocaine	PTPN22 inh 2	CYP2C9 activ	CYP2C9 inhib	E coli WT exp	PostGolgi ctrl	LYP act	PostGolgi yeast
O=C(CN1C(=O)c2cccc3cccc1c23)N1CCN(c2ccc(F)cc2)CC1	-0.93	0.026	-6	2.2*	-119	-7	10	3	19
Cc1ccc(OCc2n[nH]c(=S)n2C2CCCCC2)cc1	0.23	1.3	-5	0.8	16	1	41*	4	-2
O=c1oc2ccccc2c(O)c1/C=N/c1ccccn1	-0.52	0.052	/	1	1	-13	-10	/	1

New compounds follow.
SMILES	PTK2B oligo ant	hDAT+cocaine	PTPN22 inh 2	CYP2C9 activ	CYP2C9 inhib	E coli WT exp	PostGolgi ctrl	LYP act	PostGolgi yeast
COC(=O)C(CC(=O)c1ccc(Br)cc1)n1ccnc1 (centres undefined)	/	0.094	-3	0.2	81*	59*	-3	6	-5
N#Cc1c(-n2ccnc2)cccc1-n1ccnc1	-0.47	-0.41	-1	0.1	94*	8	4	5	-2
O=C(Nc1cc(C(F)(F)F)ccc1Cl)c1cc2nc3c(c(C(F)(F)F)n2n1)CCCC3	-0.28	0.12	7	1.4	-43	-16	5	-5	-1
CCOC(=O)N1CCN(c2cc(NCCC(=O)O)c3c4c(onc24)-c2ccccc2C3=O)CC1	-0.49	-0.01	/	0.5	47	-59	-5	/	3
CN(C(=O)c1ccccc1Cl)C1CCCCC1	0	0.14	-10	0.6	37	5	18	2	-4
Cc1cc(NCCCN2CCOCC2)n2ncc(-c3ccc(Cl)cc3)c2n1	0.4	-0.26	-2	0.8	20	-2	31*	0	85*
CSc1ccccc1NC(=O)Nc1ccc(Cl)cc1	-1.9	0.72	-2	0.5	53*	1	24	5	-2
Cc1cc(NC(=O)CNC(=O)C2CCCCC2)no1	0.04	0.0016	-10	1	-1	-1	-1	8	-6
Cc1ccc(C(C)C)c(Oc2nnnn2-c2ccccc2)c1	-2.8	1.2	8	0.2	76*	8	21	-7	0
O=C(COC(=O)c1ccc(Cl)s1)c1cc2ccccc2o1	0.12	-0.17	-1	0.6	43	-14	12	0	-4
COc1ccc(NC(=O)CCS(=O)(=O)c2ccc3c(c2)CCCN3C(C)=O)cc1	0.46	0.022	-5	0.9	10	-3	3	3	-8
CCOc1ccc(C(OC(=O)c2ccco2)C(=O)NCc2ccc(C)cc2)cc1 (centres undefined)	-0.33	0.23	9	0.6	44	-7	11	-8	2
CCOc1ccc(CCNC(=O)CN(C)S(=O)(=O)c2ccc3c(c2)CCC(=O)N3)cc1OCC	0.64	-0.084	-4	0.7	33	5	4	1	-2
COC(=O)c1sc(NC(=O)Cc2cccs2)nc1C	-1.2	-0.52	5	0.4	57*	5	4	-6	4
Cc1cc(C(F)(F)F)c2c(=O)[nH]c(=O)n(Cc3ccccc3)c2n1	-0.2	-0.28	1	0.7	26	-3	17	-5	-2
CC(=O)N(Cc1ccccc1)c1ncc2c(n1)c(=O)c(C#N)c1ccccn12	0.24	-0.13	-1	1.3	-27	8	-7	1	10
CCCCC(=O)Nc1nnc(SCC(=O)N2CCN(c3ccccc3OC)CC2)s1	-0.37	-0.42	/	1	2	3	-8	/	-1
COc1cc(Cl)c(S(=O)(=O)N2CCOCC2)cc1Cl	-0.24	0.52	-1	2.7*	-170	1	1	-4	-8
Cc1ccccc1C(=O)OCn1nnc2ccccc2c1=O	/	1.3	/	1.7	-69	-1	9	/	4
N#C/C(Cn1c[n+](NC(=O)Nc2ccccc2)cn1)=N/O	-0.17	0.076	2	0.8	19	0	10	-3	-3
COC(=O)CN1C(=O)C(O)(CC(=O)c2ccc(C)o2)c2ccccc21 (centres undefined)	1.1	0.1	13	1	-4	3	27	-12	0
CCc1ccccc1NC(=O)C1CCCN(S(=O)(=O)c2c(C)noc2C)C1 (centres undefined)	0.4	-0.44	-9	0.9	14	-19	-3	6	-1
Nc1nnc(SCc2ccc(Cl)cc2)s1	-0.76	-0.71	7	/	/	/	/	-6	/
Cc1nc2ccccc2c(=O)n1NCc1cc(Br)cs1	-1	-0.35	0	0.8	19	-4	23	-2	-3
COc1cc(NC(=O)N[C@H](C(=O)O)C(C)C)cc(OC)c1	1.2	-0.44	0	1.1	-8	1	2	-1	-3
C/C(=C\C(=O)N1CCc2ccccc21)C(=O)O	0.15	-0.72	6	0.9	10	8	1	-3	-1
CCCSc1nnc(NC(=O)c2nc(SC)ncc2Cl)s1	-0.68	-0.016	1	0.8	20	0	35*	2	3
O=C(c1cc(-c2ccc3c(c2)OCO3)on1)N1CCN(c2ccc(F)cc2)CC1	0.04	-1.3	-1	1	-3	-5	1	-1	3
Cc1ccc(S(=O)(=O)CC2CSc3nc(N)cc(=O)n32)cc1 (centres undefined)	1.6	0.16	-9	1.2	-18	2	6	6	15
COc1ccc(-n2c(=O)[nH]cc(C(=O)N3CCc4ccccc43)c2=O)cc1	0.43	-0.037	-2	/	/	0	0	-4	-4
O=C(Nc1cccc(-c2nnc(-c3ccccc3)o2)c1)c1ccc(Br)o1	-3.1*	0.89	-6	0.3	69*	-12	38*	4	-6
Cc1ccc2nc(-c3ccccc3Cl)cc(C(=O)Nc3cc(C)on3)c2c1	-2.2	-0.048	-16	0	99*	-6	-2	16	4
O=C(CCC(=O)OCC(=O)c1ccc(F)cc1)NC1CCCCC1	0.45	0.0009	5	0.8	17	6	4	-3	40*
CN(C(=O)C1CCOC1)c1nnc(-c2ccccn2)s1 (centres undefined)	-0.04	0.37	2	1.1	-6	2	-9	-4	6
CCCN(CCC)S(=O)(=O)c1ccc(C(=O)Nc2nnc(-c3cc(OC)cc(OC)c3)o2)cc1	-2.6	/	-1	0.6	37	-6	1	0	-4
CCn1c(SCC(=O)N2CCOCC2)nc2sc3c(c2c1=O)CCCC3	-0.13	-0.39	-8	0.3	66*	-10	4	5	-3
CC(=O)N1CC=C2C(C#N)=C(N)C(C#N)(C#N)C(C)C2C1 (centres undefined)	-0.59	0.26	/	1	-1	-3	-1	/	1
COC(=O)c1ccccc1NC(=O)C1CCCC1	-0.36	0.039	10	1.4	-39	9	-2	-10	-3
COc1cc2c(cc1OC)C(C)N(C(=O)C1COc3ccccc3O1)CC2 (centres undefined)	0.48	0.017	-1	0.4	57*	4	13	1	9
O=S(=O)(Nc1cccnc1)c1ccc2c(c1)OCCO2	1.2	-0.84	-3	0.9	14	8	3	3	-2
COc1cccc(NC(=O)CSCC(=O)Nc2ccccc2)c1	0.15	0.5	5	0.2	78*	-6	-2	-7	-5
Cc1nn(CC(=O)NCCc2ccccc2)c(=O)c2ccccc12	1	-0.049	9	1.2	-21	-6	14	-11	-7
COc1cccc(CN2CCN(Cc3cc(OC)c(OC)cc3[N+](=O)[O-])CC2)c1	1.1	0.13	-4	1.6	-63	-2	3	7	0
CCCc1nnc(NC(=O)CC(=O)Nc2ccccc2C(=O)O)s1	-0.17	0.51	-4	1.1	-12	0	2	5	-1
Cc1ccc(O)c(-c2cc(-c3ccccc3F)[nH]n2)c1	-0.42	-0.52	2	0.9	13	5	67*	0	17
Cc1cc(NC(=O)c2cncc(Br)c2)no1	0.11	-0.77	12	1.2	-22	7	-4	-8	-3
Cc1ccc(S(=O)(=O)NC2=C(N3CCN(c4ccccc4F)CC3)C(=O)c3ccccc3C2=O)cc1	-0.47	2	10	0.4	61*	-19	19	-8	-11
Cc1ccc(S(=O)(=O)c2c(N)n(CCC(C)C)c3nc4ccccc4nc23)cc1	-2.4	0.75	18	0.5	48	-4	14	-19	1
Cn1c(SCC#N)nnc1-c1cnccn1	0.1	0.049	-4	/	/	/	/	0	/
COc1ccc(-c2nnn(CC(=O)N(CC(=O)NC3CCCC3)Cc3cccs3)n2)cc1OC	1.6	1.9	2	0.6	36	-4	-2	-4	-4
Cc1nn(-c2ccccc2)c(C)c1C(=O)OCC(=O)N1CC(=O)Nc2ccccc21	1.2	/	-5	1	3	-5	0	2	-1
Cc1noc(C)c1COC(=O)[C@H](C)NS(=O)(=O)c1ccc(Cl)c(Cl)c1	2.2	0.11	10	0.4	62*	4	-2	-7	1
CSc1ccccc1NC(=O)CSCc1ccc(Br)cc1	1	/	6	0.9	13	-4	27	-3	4
CC(C(=O)NCC1(c2ccccc2)CCCC1)N1CCOCC1 (centres undefined)	-0.02	1.3	2	0.8	22	-1	-4	-3	-12
Cc1ccc(-c2n[nH]c(=S)n2/N=C/c2cccn2C)cc1	-0.33	/	-1	0.9	10	-2	7	2	-2
